# Assay outcomes: PubChem BioAssay, National Center for Advancing Translational Sciences (NCATS)
# EPAC1 agonist: agonists of human EPAC1 | 0.073% of 360,000 active | EPAC1 agonist qHTS, biochemical assay; response scale: 100% = response to 6.5 mM cAMP | Potency, µM (top dose mostly 154 µM), for inactives: at the highest dose activation, hits mostly activators | AID 720707; note: potency is the fitted concentration of half-maximal effect; nearly all actives have a fitted effect of over 60% in size
# Target sequence (O95398 whole entry, looked up): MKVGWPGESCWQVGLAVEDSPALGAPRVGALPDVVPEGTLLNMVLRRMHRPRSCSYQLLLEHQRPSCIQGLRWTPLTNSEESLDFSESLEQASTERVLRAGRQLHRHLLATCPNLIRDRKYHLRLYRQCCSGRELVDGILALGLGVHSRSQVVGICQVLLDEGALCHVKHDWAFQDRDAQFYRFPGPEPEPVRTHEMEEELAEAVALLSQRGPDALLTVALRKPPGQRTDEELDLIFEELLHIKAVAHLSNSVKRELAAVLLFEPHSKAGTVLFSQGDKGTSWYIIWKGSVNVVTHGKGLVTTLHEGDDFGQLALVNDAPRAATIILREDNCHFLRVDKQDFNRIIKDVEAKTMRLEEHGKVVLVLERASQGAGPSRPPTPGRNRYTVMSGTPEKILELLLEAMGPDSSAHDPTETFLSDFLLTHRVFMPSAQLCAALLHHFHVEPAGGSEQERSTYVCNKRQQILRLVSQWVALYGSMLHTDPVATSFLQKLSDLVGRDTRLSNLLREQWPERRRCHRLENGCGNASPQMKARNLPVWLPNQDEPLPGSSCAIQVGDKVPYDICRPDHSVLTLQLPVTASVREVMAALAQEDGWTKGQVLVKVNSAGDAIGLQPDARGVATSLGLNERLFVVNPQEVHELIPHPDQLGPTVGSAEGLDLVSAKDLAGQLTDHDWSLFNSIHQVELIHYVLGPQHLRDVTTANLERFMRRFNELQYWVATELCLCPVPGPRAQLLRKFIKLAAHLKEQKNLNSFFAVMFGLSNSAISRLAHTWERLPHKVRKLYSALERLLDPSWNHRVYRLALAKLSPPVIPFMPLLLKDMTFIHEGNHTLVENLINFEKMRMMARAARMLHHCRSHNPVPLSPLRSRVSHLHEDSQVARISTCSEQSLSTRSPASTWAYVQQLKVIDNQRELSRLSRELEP
#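 Read-out is the fluorescence drop as BODIPY-GDP leaves Rap1B (480 nm excitation, 540 nm emission), recorded every 5 minutes over 30 minutes. Reactions held 100 nM EPAC1, 250 nM Rap1B–BODIPY-GDP and 50 uM GDP, with 6.5 mM cAMP setting full activation.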
# EPAC2 agonist: agonists of human EPAC2 (RAPGEF4). 0.079% of 360,000 active. EPAC2 activation, biochemical qHTS; response scale: 100% = 6.5 mM cAMP response. Potency, µM (titrated, usually from 154 µM), for the others: at the top dose activation, actives largely listed as activators; note: potency is the fitted concentration of half-maximal effect; nearly all actives have a fitted effect of over 50% in size
#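 Exchange assay: 100 nM EPAC2 with 250 nM Rap1B-BODIPY-GDP and 50 uM GDP. Fluorescence (ex 480/em 540 nm) read every 5 min for 30 min at room temperature. Data normalized to 6.5 mM cAMP as agonist control.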
# EPAC1 antagonist: antagonists of human EPAC1 | O95398 | EPAC1 GEF assay, Rap1b-BODIPY-GDP exchange fluorescence | Potency, µM (series often up to 115 µM), for inactives: at the top dose activity change, negative = inhibition, hits mostly inhibitors | 0.14% of 360,000 active;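 note: potency is the fitted concentration of half-maximal effect; plate controls were vehicle for no effect and positive control for full effect; nearly all actives have a fitted effect of over 50% in size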
# WRN inhibitor: blocks human WRN helicase; Q14191; WRN helicase unwinding, fluorescent forked duplex, kinetic; Potency, µM (highest dose often 114 µM), for inactives: at the highest dose activity change, negative = inhibition, most hits filed as inhibitors; 0.46% of 360,000 active; note: potency is the fitted concentration of half-maximal effect; % is set by controls: 0 for no effect and ±100 for the full control effect; nearly all actives have a fitted effect of over 55% in size
#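 Enzyme (20 nM final) and test compound sit together 15 min at room temperature before substrate addition. Substrate is a single-forked duplex oligonucleotide (100 nM) labelled with fluorophore and quencher, with 2 mM ATP; helicase unwinding raises red fluorescence, read kinetically.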
# CCT chaperon mod: cytosolic chaperonin activity modulation. purified chaperonin ATPase assay, HTRF ADP detection, 30 min. activity change, % (no concentration beside the values), hits read low. 0.3% of 360,000 active; in the data active = activity change below about -30%; note: % is set by controls: 0 for no effect and ±100 for the full control effect
#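 TRiC at 40 or 20 nM final (batch-dependent) in 30 mM Tris pH 7.4, 100 mM KCl, 5 mM MgCl2, 1 mM DTT, with compound at single 76 uM and 10 uM ATP, 30 min at 37 deg C. ADP detected by HTRF Transcreener, 665/615 ratio.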
# IL2 activator: activates IL-2 in a cell-based reporter assay; AID 652025; activation, % (series mostly up to about 46 µM); IL-2 activation reporter assay, cell-based qHTS; stimulated with anti-CD3/CD4/CD28 beads; in transgenic mouse T cells; 0.065% of 360,000 active; in the data active = activation above about 50%; inconclusive = mostly about 30% to 49%; note: 0% is about no effect
#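 Using fluorescent plate cytometry, EGFP and DsRed are detected in transgenic mouse T cells stimulated 18 h at 37 degrees C with antibody-coated beads after 60 min compound pretreatment.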
# PI5P4Ka inh: blocks human PI5P4K alpha kinase activity. P48426. PI5P4Kalpha enzyme, ADP-Glo luminescence, 60 min; active compounds read low. max response, %. 1.2% of 330,000 active; active = max response of -50% or lower; inconclusive = between -30% and -50%; inactive = -30% or higher; note: value at the top dose of about 77 µM; % is set by controls: 0 for no effect and ±100 for the full control effect
#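 Reactions run in 0.038 M HEPES pH 7.4, 0.28 mM EGTA, 0.1% CHAPS and 5% DMSO, with PI5P4Kalpha, substrate, compound and 5 microM ATP final, one hour at room temperature. Readout is ADP-Glo luminescence.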
# PLK1 PBD inh: inhibitors of human PLK1 polo-box domain binding; P53350; Plk1 PBD binding of FITC phosphopeptide, fluorescence polarization; Potency, µM, inactives show max response, negative = inhibition, most hits filed as inhibitors; 2.8% of 360,000 active; AID 720504; note: potency is the fitted concentration of half-maximal effect; series mostly up to about 57 µM; % is set by controls: 0 for no effect and ±100 for the full control effect; nearly all actives have a fitted effect of over 65% in size
# Numbers without * were called inactive; ? = inconclusive; / = not tested or not shown; [ ] = remark or other dose. Unless noted, calls come from the whole dose curve; as a rule, active = well fitted curve in the direction sought with a large enough effect; inconclusive = small, poorly fitted or top-dose-only effect, or another doubt; inactive = no such curve, though single readings can be large; an effect the other way counts as inactive or inconclusive. Some of the compounds tested (hit frequency here may not be typical).
SMILES,EPAC1 agonist,EPAC2 agonist,EPAC1 antagonist,WRN inhibitor,CCT chaperon mod,IL2 activator,PI5P4Ka inh,PLK1 PBD inh
Cc1c(NC(=O)c2cccc(S(=O)(=O)N3CCOCC3)c2)c(=O)n(-c2ccccc2)n1C,-14%,3%,2%,-4%[57.1 µM],1.1,-1.7,/,-3%
O=C(NNC(=O)c1c(F)cccc1F)c1ccccc1-n1cccc1,-8%,1%,8%,-2%,-1.1,-2.3,4,-9%
O=C(c1cccc(C(=O)N2CCc3ccccc32)n1)N1CCc2ccccc21,4%,-6%,5%,-8%,-2.9,0.5,5,-5%
NC(N)=N/N=C/c1ccc(OCc2ccccc2)cc1,11%,15%,-2%,-11%,-1.9,-1.4,/,-11%
CCCCNC(=O)CNC(=O)c1nn(-c2ccc(OC)cc2OC)c(=O)c2ccccc12,-17%,2%,-9%,-3%,-0.2,1.1,-2,-5%
O=C(CCc1nc2ccccc2c(=O)[nH]1)NC1CCN(Cc2ccccc2)CC1,-5%,-2%,-2%,-6%,-0.1,0.5,0,-6%
CCN(CC)S(=O)(=O)c1ccc(/C=C/C(=O)OCC(=O)Nc2cccc3ccccc23)cc1,1%,7%,0%,-33%[57.1 µM],1.5,0.1,-12,-9%
Cn1c(SCc2nc3ccccc3[nH]2)nnc1-c1cccs1,-4%,-2%,1%,-2%,-3.4,-0.5,-1,-2%
OC(c1ccccc1)c1nc(-c2csc3ccccc23)cs1 (centres undefined),4%,21%,-2%,0%,1.6,1.5,22,2%
COC(=O)c1cc(/C=C/c2ccccc2)on1,4%,7%,-18%,11%,1.6,-0.4,7,?
CCN(CC)S(=O)(=O)c1cc(C(=O)N(C)CC(=O)Nc2ccc(Cl)cc2)ccc1Cl,1%,-1%,-13%,-4%,-1.5,-0.7,9,-2%
CCCCn1nnnc1C1(C)CCC(=O)N1Cc1ccc(OC)cc1 (centres undefined),-2%,0%,-15%,-2%,-0.9,-1.2,1,-6%
O=C(OCC(=O)N(CCc1ccccc1)Cc1ccccc1)c1ccccc1NCCO,7%,11%,3%,-10%,1.0,2.2,-1,-1%
Cc1ccc(C)c(NC(=O)C(Sc2nnc(-c3cccs3)o2)c2ccccc2)c1 (centres undefined),4%,7%,-20%,-30%[57.1 µM],-0.4,0.3,-14,?
CCc1nn(-c2ccccc2)c2c1-c1cc(OC)c(OC)cc1C1(N2)C(=O)Nc2ccccc21 (centres undefined),0%,13%,13%,-21%,-0.5,-4.4,-2,-1%
Cc1[nH]c2ccc(C(=O)NCCN3CCCCCC3)cc2c1C,9%,11%,-6%,-12%,0.3,-0.4,5,-19%
NC(=S)NN=C1C2CC3CC(C2)CC1C3,2%,2%,10%,3%,-1.4,-4.4,-4,19µM*
O=S(=O)(c1ccc(C2CCCCC2)cc1)N1CCN(c2ncccn2)CC1,4%,2%,-3%,-4%,-0.1,0.0,/,5%
CC1CCC2(CC1)NC(=O)N(CC(=O)Nc1cccnc1Cl)C2=O (centres undefined),14%,11%,-10%,5%,-1.7,0.6,-2,-4%
CCc1ccc2[nH]c3nc(SCc4nnc(-c5ccc(C)cc5)o4)nnc3c2c1,-5%,0%,-1%,-2%[57.1 µM],-2.6,-2.6,4,-5%
CCOC(=O)COc1cccc2c(=O)n(CC(=O)N3CCCCC3)ccc12,-15%,-3%,19%,-5%,-0.2,0.0,0,6%
Cc1ccccc1CSCC(Nc1ccc(C(=O)O)cc1[N+](=O)[O-])C(=O)O (centres undefined),4%,11%,-2%,-7%,-2.1,-2.3,/,-10%
CC(C)(C)C1CCC(C(=O)NCCc2ccc(S(N)(=O)=O)cc2)CC1 (centres undefined),2%,7%,-13%,0%[57.1 µM],-2.3,-0.7,3,-8%
CN(CC(=O)OCC(=O)NC(=O)c1cccn1C)S(=O)(=O)c1ccc(Cl)cc1,-1%,-6%,-1%,-4%,0.9,-0.7,-10,-7%
COC(=O)CC1=C(C(=O)OC)C(c2cc(OC)c(OC)cc2OC)C(C#N)=C(N)O1 (centres undefined),5%,5%,-1%,-3%,2.1,-0.8,/,-5%
CCOC(=O)c1cc(CC)sc1NC(=O)C1CC(=O)NN1Cc1ccccc1 (centres undefined),-1%,0%,-11%,3%,-0.7,-5.7,2,-8%
COc1c(C)cc(Br)cc1C(=O)NC(=S)NCc1ccco1,4%,5%,8%,-21%,-4.5,-3.7,10,-4%
CCCCNc1nc2ccccc2nc1NS(=O)(=O)c1ccc(F)cc1,8%,11%,3%,0%,-3.9,-5.4,17,-1%
COC(=O)c1cc(=O)n(Cc2ccco2)c(=Nc2ccc(F)cc2)s1,-8%,0%,-3%,-12%,-0.6,-3.7,-4,-9%
C/C(=N\Nc1cc(-c2ccccc2)nc(-c2ccccc2)n1)c1ccc(O)c(C)c1,2%,4%,5%,-4%,-1.1,-0.6,3,-3%
O=S(=O)(Nc1cccc(S(=O)(=O)N2CCOCC2)c1)c1ccc2c(c1)OCCO2,9%,5%,-16%,-3%,-2.0,-2.6,-10,-5%
Cc1cccc(N(Cc2cc3ccccc3[nH]c2=O)S(=O)(=O)c2ccccc2)c1,11%,17%,-24%,-6%,0.0,-2.4,6,-4%
CC(C)CN(C(=O)CSc1nc2ccccc2o1)c1c(N)n(Cc2ccccc2)c(=O)[nH]c1=O,-27%,-18%,3%,-3%,-0.2,0.8,3,-13%
Cc1ccccc1N(CC(=O)NC1CCCCC1)C(=O)CCC(=O)Nc1nccs1,3%,2%,-2%,0%[57.1 µM],1.8,-0.8,-5,-6%
COc1ccc(CNC(=O)C(C)n2ccc3cc(S(=O)(=O)N4CCCCCC4)ccc32)cc1 (centres undefined),21%,10%,1%,3%,-2.2,0.1,-5,-14%
CC(C)(C)C(=O)NC(=S)NCCc1ccccc1,5%,0%,6%,-1%,-1.2,-0.9,2,?
COCCN(C(=O)CNC(=O)c1ccco1)C(C(=O)NC1CCCC1)c1cccs1 (centres undefined),0%,3%,3%,0%,-1.5,0.1,0,-10%
CCOc1ccc(NC(=O)C[n+]2ccc(N(C)C)cc2)cc1,-6%,5%,2%,-15%,-1.1,0.1,3,-2%
Clc1ccccc1-c1ccc2ncnc(NCc3ccc4c(c3)OCO4)c2c1,1%,11%,0%,/,/,0.4,/,/
CCCc1cc(=O)oc2c(C)c(OCC(=O)N3CCC(C(=O)O)CC3)ccc12,-19%,1%,1%,0%,0.0,1.4,5,-5%
CSc1ccc(CN2CCC2(C)C(=O)Nc2ccc3c(c2)OCO3)cc1 (centres undefined),-4%,18%,-27%,-4%,-1.4,-0.1,16,0%
COc1ccc(/C=C(\C#N)C(=O)OCC(=O)NCc2ccccc2Cl)cc1,15%,4%,4%,?,-2.0,-3.5,0,-10%
Nc1oc2ccc(F)cc2c(=O)c1C=O,4%,11%,5%,4%,-4.2,-3.8,-8,-15%
CC(=NNc1ccc([N+](=O)[O-])cn1)c1ccccc1,7%,1%,3%,3%,1.2,-4.3,6,-2%
CCOC(=O)N1CCN(C(=O)c2cc3cc(Br)ccc3oc2=O)CC1,-5%,5%,-23%,7%,0.9,-1.2,4,-7%
COCCNC(=O)CSc1nnc(-c2ccc(C)cc2)c(-c2ccc(C)cc2)n1,2%,-14%,-29%,5%,-0.3,-1.7,8,-23%
CCNC(=S)N(CCc1c(C)[nH]c2ccc(C)cc12)Cc1ccco1,-4%,14%,-10%,-6%,-2.1,-3.8,1,-14%
CCN(CC)S(=O)(=O)c1cccc(-c2nnc(SCCOc3ccccc3)o2)c1,-1%,7%,-8%,-11%,-4.2,-1.1,1,2%
O=S(=O)(CC=CCS(=O)(=O)c1ccccc1)c1ccccc1,3%,14%,9%,-1%,-0.3,1.8,-4,-21%
O=C(N/N=C/c1ccc(Cl)cc1Cl)Nc1ccccc1,4%,6%,-1%,-8%,1.5,-1.6,/,-2%
# More compounds.
SMILES,EPAC1 agonist,EPAC2 agonist,EPAC1 antagonist,WRN inhibitor,CCT chaperon mod,IL2 activator,PI5P4Ka inh,PLK1 PBD inh
COCCNCC#CCOc1ccc(OC)cc1,8%,-22%,-2%,-10%[57.1 µM],-2.1,-4.1,/,2%
CS(=O)(=O)CCC(C(=O)N1CCOCC1)N1C(=O)c2cc(Cl)c(Cl)cc2C1=O (centres undefined),-6%,1%,9%,0%,-2.5,1.8,-1,-4%
COc1nc(-c2ccc(Cl)cc2)ccc1-c1noc(-c2cccs2)n1,6%,8%,-4%,-19%[11.6 µM],-0.7,-1.5,/,0%
CC(C)n1cc(/C(N)=N/O)c(=O)n(Cc2ccccc2)c1=O,0%,5%,3%,-4%,-3.2,0.2,1,-5%
CCCc1[nH]nc2c1C(c1ccc(Br)s1)C(C#N)=C(N)O2 (centres undefined),-9%,-2%,?,-30%,-1.5,-5.5,-25,24µM*
O=C(Nc1cccc(-n2cnnn2)c1)c1ccco1,-2%,1%,-5%,3%,-1.2,-0.5,-1,-3%
Cc1ccc(CN2CCN(Cc3cccn3-c3ccc(Cl)cn3)CC2CCO)o1 (centres undefined),2%,0%,-1%,-2%,-0.3,-2.3,2,-2%
Cc1cccnc1C1=NOC(Cc2ccccc2)C(=O)N1Cc1ccc2c(c1)OCO2 (centres undefined),10%,19%,4%,0%[57.1 µM],1.0,0.3,2,-2%
O=S(=O)(c1ccc2ccccc2c1)n1cccn1,-2%,2%,11%,2%,0.2,0.0,-13,-2%
O=C1c2ccccc2C(=O)N1CCc1nc(-c2ccccn2)no1,-12%,5%,0%,-5%,0.8,-1.7,/,1%
Cc1ccc(NC(=O)CC2NCCNC2=O)cc1Cl (centres undefined),15%,10%,-17%,4%,-1.4,-0.7,2,-4%
C/C(=N/Nc1ccccc1[N+](=O)[O-])c1ccc([N+](=O)[O-])cc1,-4%,11%,-2%,6%,-1.3,0.8,2,-10%

# Ordered by the number under CCT chaperon mod (lowest first): three of the compounds above
SMILES	CCT chaperon mod
Cc1ccc(CN2CCN(Cc3cccn3-c3ccc(Cl)cn3)CC2CCO)o1 (centres undefined)	-0.3
Cc1[nH]c2ccc(C(=O)NCCN3CCCCCC3)cc2c1C	0.3
O=C(OCC(=O)N(CCc1ccccc1)Cc1ccccc1)c1ccccc1NCCO	1.0
